USP2a block: blocks human ubiquitin-specific protease USP2a. O75604. USP2 core, Ub-CHOP2 coupled fluorogenic reporter, 485/531. Potency, µM (highest dose often 38.3 µM), for the others: at the top dose activity change, negative = inhibition, most hits filed as inhibitors. 330,000 compounds, 0.01% hits. AID 463254;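 note: potency is the fitted concentration of half-maximal effect; plate controls were DMSO wells for no effect and full inhibition by NEM control for full effect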
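USP2 core (10nM final) preincubated 30min RT with compound in 20mM Tris-HCl pH 8.0, 2mM CaCl2, 2mM beta-mercaptoethanol, 0.05% CHAPS; 25nM Ub-CHOP2 plus 25nM reporter substrate added, fluorescence (Ex485/Em531) read after 60min.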
TSHR antag: antagonists of human thyroid stimulating hormone receptor. P16473. TSHR-expressing cells, TSH-stimulated cAMP HTRF, 2 h; active compounds read low. activity change, negative = inhibition, % at 11.5 µM. AID 504810. 330,000 compounds, 0.2% hits;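 active = activity change below a set negative limit, meaning inhibition stronger than a set level, cut at about -70% in these data; inconclusive = activity change between two set negative limits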; note: % is set by controls: 0 for no effect and ±100 for the full control effect
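Cell-based HTRF cAMP assay; TSHR cells + compound, TSH EC80 (4nM final), 2 h, 37 deg C. Lysis with anti-cAMP cryptate and cAMP-d2, 30 min RT, read 665/620 nm.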
MBNL1 CUG block: MBNL1-poly(CUG) RNA binding inhibition | Q9NR56 | TR-FRET MBNL1-His/biotin-(CUG)12 binding, 665/545 ratio | Potency, µM (highest dose often 57.5 µM), for the others: at the top dose activity change, negative = inhibition, most hits filed as inhibitors | 280,000 compounds, 0.036% hits; active = well fitted inhibition curve with a large enough effect in the signal ratio, with a control signal flat, not every such curve was filed as active; inconclusive = small, poorly fitted or top-dose-only effect, or effect the other way, or a change in a side signal; inactive = no such curve, though single readings can be large or run the other way; the % refers to the signal ratio; note: potency is the fitted concentration of half-maximal effect; % is set by controls: 0 for no effect and ±100 for the full control effect
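TR-FRET readout: Ex 340 nm, 665/545 nm emission ratio, normalized to buffer-only (basal) and MBNL1-(CUG)12 controls. Complex of MBNL1-His with Biotin-(CUG)12, compounds 92 nM–58 uM, incubated 60 min at room temperature.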
Mito fusion yeast: blocks mitochondrial division or promotes mitochondrial fusion | S. cerevisiae fusion-defective mutant growth rescue, CellTiterGlo 48 h | Potency, µM (titrated, usually from 46.1 µM), without a hit: at the top dose growth rescue (activation), usual class: activators | 320,000 compounds, 0.23% hits | AID 485298;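 note: potency is the fitted concentration of half-maximal effect; % of control where 0% means no effect; nearly all actives have a fitted effect of over 45% in size; temperature-sensitive fusion mutants such as fzo1-1 at 37 °C on non-fermentable ethanol glycerol medium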
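Yeast fusion mutant, YPEG (non-fermentable carbon), compound, 48 h at 37C non-permissive; CellTiterGlo added, 10 min RT, luminescence read. Rescued growth = division inhibition.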
Eya2 phos inh: inhibitors of human Eya2 phosphatase activity. Potency, µM (series often up to 76.9 µM), without a hit: top-dose activity, negative = inhibition, most hits filed as inhibitors. 330,000 compounds, 0.006% hits. recombinant Eya2, OMFP fluorescence dephosphorylation (OMFP is methylfluorescein phosphate); note: potency is the fitted concentration of half-maximal effect; % is set by controls: 0 for no effect and ±100 for the full control effect
Target sequence (O00167 whole entry, looked up): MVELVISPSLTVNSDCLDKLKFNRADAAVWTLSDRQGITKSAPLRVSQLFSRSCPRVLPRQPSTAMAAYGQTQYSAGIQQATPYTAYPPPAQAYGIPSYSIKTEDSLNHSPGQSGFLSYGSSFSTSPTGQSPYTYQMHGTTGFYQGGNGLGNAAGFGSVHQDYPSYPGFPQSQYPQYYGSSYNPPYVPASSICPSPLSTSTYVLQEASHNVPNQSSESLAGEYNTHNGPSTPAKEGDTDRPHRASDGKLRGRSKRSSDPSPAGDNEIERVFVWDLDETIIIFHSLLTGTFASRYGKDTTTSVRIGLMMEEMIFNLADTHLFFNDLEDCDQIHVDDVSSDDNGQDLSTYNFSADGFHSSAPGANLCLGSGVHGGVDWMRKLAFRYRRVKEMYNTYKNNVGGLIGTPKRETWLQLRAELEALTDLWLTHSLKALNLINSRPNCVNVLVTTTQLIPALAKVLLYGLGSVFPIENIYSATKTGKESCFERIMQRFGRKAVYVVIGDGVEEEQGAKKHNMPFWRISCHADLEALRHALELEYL
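Eya2 (0.2 uM) preincubated 10 min at ambient with compound, then OMFP substrate added at 50 uM; 10 min reaction in 50 mM HEPES pH 7.5, 50 mM NaCl, 5 uM MgCl2, 0.05% BSA, 1 mM DTT. Fluorescence read at Ex 485/Em 525 nm.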
PKM2 activator: PKM2 (human) enzyme activation | purified PKM2, Kinase-Glo ATP luminescence, activation; response scale: 0% is enzyme alone, no compound | Potency, µM (highest dose often 57.5 µM), inactives show at the highest dose activation, most hits filed as activators | 260,000 compounds, 0.34% hits | AID 1631; note: potency is the fitted concentration of half-maximal effect; % is set by controls: 0 for no effect and ±100 for the full control effect; nearly all actives have a fitted effect of over 55% in size
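Kinase-Glo luminescence reports ATP generated from ADP (0.1 mM) and PEP (0.5 mM) by purified hPK-M2 after 1 h at room temperature, pH 7.2 imidazole buffer; intermediate enzyme activity allows detecting inhibitors and activators.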
KCNH2 WT inh: KCNH2 (human, wildtype) channel inhibition; 340,000 compounds, 0.37% hits; activity change, % at 1.84 µM; U2OS, BacMam KCNH2, thallium flux FluxOr; active compounds read low; Q12809; AID 720551;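 active = maximum activity change below -70%; inconclusive = maximum activity change between -70% and -50%; inactive = maximum activity change above -50%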; note: % is set by controls: 0 for no effect and ±100 for the full control effect
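U2OS cells were transduced with wild-type KCNH2 virus (2.03 x 10^8 / mL) for 4 h at room temperature, then cultured overnight at 37 C. Thallium flux was read with FluxOr dye. Rate constants were normalized to DMSO controls.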
ASM inhibitor: human S-ASM enzyme inhibition. placental ASM, HMU-PC fluorogenic substrate, 60 min. Potency, µM (doses to about 57.5 µM), for the others: at the highest dose activity change, negative = inhibition, actives largely listed as inhibitors. 340,000 compounds, 0.006% hits; note: potency is the fitted concentration of half-maximal effect
Target sequence (P17405 47-631 limits assumed): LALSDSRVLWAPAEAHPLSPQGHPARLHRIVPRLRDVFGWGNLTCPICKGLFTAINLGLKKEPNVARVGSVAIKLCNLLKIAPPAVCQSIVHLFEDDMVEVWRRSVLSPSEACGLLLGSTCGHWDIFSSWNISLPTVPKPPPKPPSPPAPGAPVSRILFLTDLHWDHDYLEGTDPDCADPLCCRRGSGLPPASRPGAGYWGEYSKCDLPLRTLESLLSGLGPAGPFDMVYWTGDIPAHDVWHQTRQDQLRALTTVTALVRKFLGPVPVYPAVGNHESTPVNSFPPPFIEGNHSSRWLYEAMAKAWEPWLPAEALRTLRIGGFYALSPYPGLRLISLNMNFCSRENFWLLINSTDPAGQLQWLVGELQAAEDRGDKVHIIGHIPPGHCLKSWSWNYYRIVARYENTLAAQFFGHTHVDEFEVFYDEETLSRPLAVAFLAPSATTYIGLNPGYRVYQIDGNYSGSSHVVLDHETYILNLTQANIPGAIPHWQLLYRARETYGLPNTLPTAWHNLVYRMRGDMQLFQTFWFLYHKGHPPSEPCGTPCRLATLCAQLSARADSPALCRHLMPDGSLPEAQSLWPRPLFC
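Human placenta-derived ASM preincubated with compound 10 min at room temperature, then reacted with 9 uM (final) fluorogenic HMU-PC substrate for 60 min at 37 C. Stop solution raises pH to 10; fluorescence read at Ex 386/Em 447 nm.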
Menin-MLL TR inh: displaces Texas Red mutant MLL peptide from human menin; Menin + Texas Red MLL mutant peptide, fluorescence polarization; 270,000 compounds, 0.23% hits; Potency, µM (top dose mostly 61.6 µM), for inactives: at the highest dose FP activity change, negative = inhibition, hits mostly inhibitors; active = well fitted inhibition curve with a large enough effect in the polarisation, with a control signal flat, not every such curve was filed as active; inconclusive = small, poorly fitted or top-dose-only effect, or effect the other way, or a change in a side signal; inactive = no such curve, though single readings can be large or run the other way; the % refers to the polarisation; note: potency is the fitted concentration of half-maximal effect; % of control where 0% means no effect; many of its hits are not listed in these tables
GALK inhibitor: galactokinase (human) inhibition | P51570 | Purified GALK, Kinase-Glo residual ATP luminescence | Potency, µM (top dose mostly 57.5 µM), for inactives: top-dose activity change, negative = inhibition, usual class: inhibitors | 270,000 compounds, 0.007% hits | AID 1868; note: potency is the fitted concentration of half-maximal effect; % is set by controls: 0 for no effect and ±100 for the full control effect
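ATP-depletion format; final 35 uM ATP, 100 uM D-galactose, 5 nM enzyme; pH 8.0 HEPES/Mg2+ buffer; 60 min RT; luminescence read 10 min after detection reagent.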
BCR signal inh: blocks chronic active B-cell receptor signaling; AID 493014; Potency, µM (highest dose often 46.1 µM), without a hit: top-dose ratio change, negative = lower green/red ratio, hits mostly inhibitors; 340,000 compounds, 0.05% hits; ABC-DLBCL IkBa-CBG/CBR reporter, luminescence ratio, 4 h; active = well fitted inhibition curve with a large enough effect in the signal ratio, with a control signal flat, not every such curve was filed as active; inconclusive = small, poorly fitted or top-dose-only effect, or effect the other way, or a change in a side signal; the % refers to the signal ratio;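 note: potency is the fitted concentration of half-maximal effect; plate controls were basal doxycycline-induced cells for no effect and cells given 10 µM MG132 for full effect; MG132 reads +100%, hits lower the ratio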
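TMD8 ABC-DLBCL cells carrying doxycycline-inducible green luciferase fused to IkappaBalpha plus unfused red luciferase were exposed to compounds (up to 46 uM) for 4 hrs at 37C. Activity came from the overlap-corrected green/red luminescence ratio.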
* hit, by the source's call; [ ] = another dose, or the depositor's remark. Unless noted, calls come from the whole dose curve; as a rule, active = well fitted curve in the direction sought with a large enough effect; inconclusive = small, poorly fitted or top-dose-only effect, or another doubt; inactive = no such curve, though single readings can be large; an effect the other way counts as inactive or inconclusive. An excerpt, so the mix of outcomes need not match the whole.

Results for C=CCn1c(C(C)(C)C)nc2ccccc21 ?
USP2a block: -1%; TSHR antag: -2; MBNL1 CUG block: 0%; Mito fusion yeast: 4%; Eya2 phos inh: 0%; PKM2 activator: -2%; KCNH2 WT inh: -6; ASM inhibitor: -3%; Menin-MLL TR inh: 9%; GALK inhibitor: 7%; BCR signal inh: 4%

What do the screens show for `Cc1n[nH]c(C)c1CCNCc1ccc(OCC(O)CN2CCCCC2)cc1` (stereo unspecified)?
USP2a block: 4%; TSHR antag: -7; MBNL1 CUG block: -7%; Mito fusion yeast: -2%; Eya2 phos inh: -2%; PKM2 activator: -10%; KCNH2 WT inh: -12; ASM inhibitor: 3%; Menin-MLL TR inh: 4%; GALK inhibitor: 0%; BCR signal inh: 3%

Results for CCOC(=O)c1ccc(COc2ccc(C(C)C)cc2)o1 ?
USP2a block: -2%; TSHR antag: -6; MBNL1 CUG block: -9%; Mito fusion yeast: -3%; Eya2 phos inh: -8%; PKM2 activator: -23%; KCNH2 WT inh: 0; ASM inhibitor: 25%; Menin-MLL TR inh: -10%; GALK inhibitor: -3%; BCR signal inh: -2%

How did O=C(COc1ncnc2ccccc12)Nc1cccc(S(=O)(=O)N2CCOCC2)c1 do in these assays?
USP2a block: -1%; TSHR antag: 9; MBNL1 CUG block: -7%; Mito fusion yeast: -5%; Eya2 phos inh: 0%; PKM2 activator: -2%; KCNH2 WT inh: 1; ASM inhibitor: 0%; Menin-MLL TR inh: 15%; GALK inhibitor: 0%; BCR signal inh: -18%

How did Cc1cccc(NC(=O)C(c2cccc([N+](=O)[O-])c2)N2CCCCC2)c1 (stereo unspecified) do in these assays?
USP2a block: -2%; TSHR antag: 5; MBNL1 CUG block: 21%; Mito fusion yeast: 1%; Eya2 phos inh: -5%; PKM2 activator: 0%; KCNH2 WT inh: -6; ASM inhibitor: 1%; Menin-MLL TR inh: inconclusive; GALK inhibitor: 3%; BCR signal inh: 3%

Results for COc1ccc(NC(=O)CN(C)C(=O)COc2ccccc2Cc2ccccc2)cc1 ?
USP2a block: 4%; TSHR antag: -1; Mito fusion yeast: inconclusive; Eya2 phos inh: 14%; KCNH2 WT inh: 2; ASM inhibitor: -10%; BCR signal inh: -6%

How did COc1ccc(C(C)NC(=O)c2ccc([N+](=O)[O-])cc2)cc1OC (stereo unspecified) do in these assays?
USP2a block: 2%; TSHR antag: 7; MBNL1 CUG block: inconclusive; Mito fusion yeast: -5%; Eya2 phos inh: 5%; PKM2 activator: -1%; KCNH2 WT inh: 8; ASM inhibitor: 2%; Menin-MLL TR inh: 20%; GALK inhibitor: -2%; BCR signal inh: -2%

How did CCc1nc(C)cc(N)c1OCc1ccccc1 do in these assays?
USP2a block: 1%; TSHR antag: 3; MBNL1 CUG block: -8%; Mito fusion yeast: -2%; Eya2 phos inh: 1%; PKM2 activator: -1%; KCNH2 WT inh: -1; ASM inhibitor: 5%; Menin-MLL TR inh: -4%; GALK inhibitor: 0%; BCR signal inh: -1%

How did Cc1cc(C)c(NC(=O)CSc2ccc(-c3ccccn3)nn2)c(C)c1 do in these assays?
USP2a block: 1%; TSHR antag: 36; MBNL1 CUG block: -1%; Mito fusion yeast: -4%; Eya2 phos inh: -8%; PKM2 activator: -10%; KCNH2 WT inh: 12; ASM inhibitor: -2%; GALK inhibitor: 7%; BCR signal inh: 0%

What do the screens show for `COC(=O)c1cc2sccc2n1Cc1nc(-c2ccc(OC)cc2)oc1C`?
USP2a block: 1%; TSHR antag: -6; MBNL1 CUG block: 1%; Mito fusion yeast: 2%; Eya2 phos inh: 4%; PKM2 activator: 0%; KCNH2 WT inh: -2; ASM inhibitor: inconclusive; Menin-MLL TR inh: 1%; GALK inhibitor: 4%; BCR signal inh: 9%

What do the screens show for `Cc1cccc(C)c1OCc1cc(C(=O)NC2CCC2)no1`?
USP2a block: 1%; TSHR antag: -11; MBNL1 CUG block: -3%; Mito fusion yeast: -9%; Eya2 phos inh: 0%; PKM2 activator: 0%[0.46 µM]; KCNH2 WT inh: 13; ASM inhibitor: 5%; Menin-MLL TR inh: 1%; GALK inhibitor: 0%; BCR signal inh: 0%

How did Fc1ccc2c(c1)[C@H]1OCC[C@H]1[C@@H](c1ccco1)N2 do in these assays?
USP2a block: 2%; TSHR antag: -2; MBNL1 CUG block: -5%; Mito fusion yeast: 7%; Eya2 phos inh: 3%; PKM2 activator: 12%; KCNH2 WT inh: -14; ASM inhibitor: 3%; Menin-MLL TR inh: -7%; GALK inhibitor: -1%; BCR signal inh: -3%

Results for COCC1CCCN(C(=O)c2cc(COc3cccc4cccnc34)on2)C1 (stereo unspecified) ?
USP2a block: -4%; TSHR antag: -10; MBNL1 CUG block: inconclusive; Mito fusion yeast: 4%; Eya2 phos inh: -2%; PKM2 activator: 0%; KCNH2 WT inh: 27; ASM inhibitor: -1%; GALK inhibitor: 0%; BCR signal inh: -5%

What do the screens show for `COc1cc(C(=O)Nc2ccc(S(=O)(=O)NC(C)C)cc2)cc(OC)c1OC`?
USP2a block: 1%; TSHR antag: 2; MBNL1 CUG block: 6%; Mito fusion yeast: 0%; Eya2 phos inh: -1%; PKM2 activator: -7%; KCNH2 WT inh: 3; ASM inhibitor: 0%; Menin-MLL TR inh: 1%; GALK inhibitor: 1%; BCR signal inh: -10%

What do the screens show for `O=C(Nc1nc(-c2cccnc2)cs1)c1ccc(S(=O)(=O)N2CCOCC2)cc1`?
USP2a block: 1%; TSHR antag: 19; MBNL1 CUG block: -10%; Mito fusion yeast: 1%; Eya2 phos inh: -5%; PKM2 activator: 6%; KCNH2 WT inh: -4; ASM inhibitor: 0%; Menin-MLL TR inh: 15%; GALK inhibitor: -2%; BCR signal inh: 7%

What do the screens show for `COc1ccc(S(=O)(=O)N2CCOCC2)cc1NC(=O)c1ccc(=O)[nH]c1`?
USP2a block: 0%; TSHR antag: 8; Mito fusion yeast: -3%; Eya2 phos inh: 21%; KCNH2 WT inh: 0; ASM inhibitor: 2%; BCR signal inh: 0%

What do the screens show for `Cc1noc(C)c1CCC(=O)N1CCCC(CCC(=O)NCc2ccc(F)c(F)c2)C1` (stereo unspecified)?
USP2a block: 1%; TSHR antag: 8; MBNL1 CUG block: -7%; Mito fusion yeast: -8%; Eya2 phos inh: 10%; PKM2 activator: -1%; KCNH2 WT inh: 6; ASM inhibitor: -3%; Menin-MLL TR inh: -19%; GALK inhibitor: -2%; BCR signal inh: 0%

How did CNC(=O)CN1C(=O)c2ccccc2S1(=O)=O do in these assays?
USP2a block: 3%; TSHR antag: 4; MBNL1 CUG block: 26%; Mito fusion yeast: 2%; Eya2 phos inh: 2%; PKM2 activator: -1%; KCNH2 WT inh: -6; ASM inhibitor: 7%; Menin-MLL TR inh: -4%; GALK inhibitor: 2%; BCR signal inh: -15%

Results for CCN(CC)CCN(C(=O)c1ccc(S(=O)(=O)N(C)C2CCCCC2)cc1)c1nc2c(C)cccc2s1 ?
USP2a block: 0%; TSHR antag: 7; MBNL1 CUG block: 4%; Mito fusion yeast: -9%; Eya2 phos inh: 3%; PKM2 activator: 1%; KCNH2 WT inh: 29; ASM inhibitor: -12%; Menin-MLL TR inh: inconclusive; GALK inhibitor: 1%; BCR signal inh: inconclusive

Results for Cc1ccc(SCC(=O)n2nc(C)cc2C)cc1 ?
USP2a block: -1%; TSHR antag: 8; Mito fusion yeast: 0%; Eya2 phos inh: 2%; PKM2 activator: 5%; KCNH2 WT inh: -4; ASM inhibitor: 0%; Menin-MLL TR inh: 4%; GALK inhibitor: 1%; BCR signal inh: 1%

How did O=C(Cc1cccc(F)c1)N1CCCC(CO)(Cc2ccc(F)cc2F)C1 (stereo unspecified) do in these assays?
USP2a block: 3%; TSHR antag: -7; MBNL1 CUG block: 6%; Mito fusion yeast: 8%; Eya2 phos inh: -3%; PKM2 activator: 0%; KCNH2 WT inh: -3; ASM inhibitor: 1%; Menin-MLL TR inh: -19%; GALK inhibitor: 4%; BCR signal inh: 8%

What do the screens show for `O=C1N[C@@H](Cc2ccccc2)C(=O)N2CCC[C@@H]12`?
USP2a block: 1%; TSHR antag: 2; MBNL1 CUG block: -4%; Mito fusion yeast: -1%; Eya2 phos inh: -2%; PKM2 activator: -1%; KCNH2 WT inh: 1; ASM inhibitor: 6%; Menin-MLL TR inh: 1%; GALK inhibitor: -2%; BCR signal inh: 2%
